Compound activity from PubChem BioAssay.
cardiac RTF act = cardiac RTF calcium sensitization; IANBD-labeled TnC RTF fluorescence at EC20 calcium; 0% EC20 calcium, 100% full calcium; activation, % at 7.2 µM; 340,000 compounds, 0.24% hits; AID 493008;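 active = activation above the mean over all tested compounds plus 3 SD, cut at about 30% in these data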;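 note: rise in fluorescence read as greater calcium sensitivity of cardiac thin filaments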
SUMO Mot1 rescue = SUMOylation pathway inhibition by Mot1-301 growth rescue; S. cerevisiae Mot1-301 growth rescue, ATP luminescence, 38.5C; percent above DMSO median, 100 means doubled; growth rescue, % at 18.8 µM; 320,000 compounds, 1% hits; AID 2716;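 active = every valid replicate shows activation above 250% relative to neutral control wells; inactive = the rest, any valid replicate at or below 250%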;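 note: OY570 slx delta 5 strain wells were the positive control but not used for scaling; some compounds called inactive have numbers as strong as hits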
RTF Ca sens inh = cardiac RTF calcium desensitization | P19429+P45379 | IANBD-labeled cardiac RTF, Ca2+ fluorescence | inhibition, % at 7.15 µM | 340,000 compounds, 0.12% hits;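 active = inhibition above the mean inhibition of all tested compounds plus 3 SD, cut at about 17% in these data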;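 note: assay run at fixed EC70 calcium of 1.6 mM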
PfHsp90 yeast 2 = growth inhibition of yeast expressing Plasmodium Hsp90. inhibition, % at 9.4 µM. 310,000 compounds, 0.32% hits. S. cerevisiae expressing PfHsp90, BacTiter-Glo ATP, 48 h; yeast lacking PDR1 and PDR3 efflux regulators;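 active = every replicate shows inhibition above about 80%, whatever the replicate mean, limit read from the data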;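 note: 0% = DMSO neutral controls and 100% = 20 µM radicicol positive controls; yeast relying on Plasmodium falciparum Hsp90 in place of its own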
Rtt109 HAT inh = C. albicans Rtt109 histone acetyltransferase inhibition; Q5AAJ8; AID 540336; 330,000 compounds, 0.16% hits; inhibition, % at 34.9 µM; purified Rtt109/Vps75, ThioGlo CoA-SH fluorescence, 4 h;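 active = inhibition of at least 50% in every replicate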
CDK5 inh = CDK5/p35 (human) kinase inhibition. Q00535+Q15078. Recombinant CDK5/p35, ADP-Glo luminescence, 60 min. inhibition, % at 10 µM. 330,000 compounds, 0.01% hits;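 active = highest replicate inhibition of at least 50% and at least 75% of replicates reaching 50%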;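 note: plate controls were DMSO neutral control for no effect and GW8510 at 10 µM for full effect; many of its hits are not listed in these tables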
PvdQ acylase = P. aeruginosa PvdQ acylase inhibition. purified PvdQ acylase, fluorescence plate reader. inhibition, % at 10 µM. 340,000 compounds, 0.063% hits; in the data active = inhibition above about 30%, passing the limit was not always enough;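 note: 0% = vehicle neutral wells and 100% = reference inhibitor wells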
NSD2 HMT inh = inhibitors of human histone methyltransferase NSD2. O96028. NSD2 peptide methylation, AlphaScreen, 120 min. inhibition, % at 12.5 µM. 310,000 compounds, 0.54% hits. AID 743445; in the data active = inhibition above about 50%
Keap1-Nrf2 PPI = inhibitors of human Keap1-Nrf2 protein-protein interaction | Q14145 | Keap1 Kelch-Nrf2 peptide fluorescence polarization, 1536-well | inhibition, % at 9.4 µM | 340,000 compounds, 0.15% hits | AID 504523; in the data active = inhibition above about 12%;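 note: human Keap1 Kelch domain with fluorescein labeled Nrf2 9mer peptide probe; 0% = neutral control wells and 100% = peptide positive control; higher means more block of Keap1 binding to Nrf2 peptide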
LANA DNA inh = KSHV C-LANA DNA binding inhibition. MBP-C-LANA/FAM-LBS DNA binding, fluorescence polarization. inhibition, % at 9 µM. 340,000 compounds, 0.078% hits;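 active = highest replicate inhibition at or above 60% at 9 µM, even if other replicates fall short; inactive = all replicates below 60% inhibition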;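 note: 0% = neutral control wells and 100% = 4 µM acridine orange control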
dFosB act = mouse delta FosB homodimer activation; P13346; purified delta FosB, TAMRA-CDK5 oligo fluorescence polarization; percent of positive-control signal above neutral wells; activation, % at 25 µM; 340,000 compounds, 0.99% hits; AID 493131;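 active = mean activation above about 17%, with every replicate also reaching it, limit read from the data, passing the limit was not always enough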;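 note: fluorescence polarization rise as delta FosB binds a TAMRA Cdk5 AP-1 oligo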
Numbers without * were called inactive; . = not tested or not shown; + = active, no number; & = joins results of further samples. Compounds were not picked by outcome (roughly 3.2% active in at least one column).

SMILES	cardiac RTF act	SUMO Mot1 rescue	RTF Ca sens inh	PfHsp90 yeast 2	Rtt109 HAT inh	CDK5 inh	PvdQ acylase	NSD2 HMT inh	Keap1-Nrf2 PPI	LANA DNA inh	dFosB act
CCCOc1cccc(C2C(C(=O)c3ccco3)=C(O)C(=O)N2CCCn2ccnc2)c1 (centres undefined)	-5	-5	-10	11	-31	0.7	-5	-4	-3	-0.4	1
COc1ccc(N(Cc2cc3cccc(C)c3[nH]c2=O)C(=O)C2CCCO2)cc1 (centres undefined)	2	-5	-5	-14	8	-0.9	-14	-3	-5	0.1	-5
O=C1c2ccccc2C(=O)N1CCSc1ccccc1	0	+	0	-24	-2	0.7	-4	-7	6	0.5	3
COc1ccccc1OCc1csc(NC(=O)c2ccco2)n1	-2	260	-10	2	10	-1.2	8	1	2	-0.8	-8
O=C(NC1CCCCCC1)c1cc(S(=O)(=O)N2CCOCC2)ccc1F	-2	11	-3	8	-1	-0.6	-13	0	-4	0.9	-7
Cc1csc(SCC(=O)Nc2cc([N+](=O)[O-])ccc2F)n1	-3	-1	4	6	0	-0.3	-7	2	-2	-1.5	6
CCN(CC)C(=O)c1[nH]cnc1C(=O)Nc1cccc(Cl)c1	0	23	0	3	-1	-0.8	-11	.	-7	-0.4	4
Cc1cc(OC(=O)c2ccc(Cl)cc2)cc(=O)n1C	-4	-2	-6	7	6	-1.0	-8	-2	-20	1.2	3
CCc1cc2c(SCC(=O)Nc3cc(C)on3)ncnc2s1	1	3	-7	-36	-16	0.6	-2	0	-4	-0.6	-2
COC(=O)C1=CN(Cc2ccc(C)cc2)C=C(C(=O)OC)C1c1ccc(F)c(F)c1	3	-9	-5	18	-3	-1.1	-28	-1	-2	-1.4	-8
CCOCCCNC(=O)c1cccc(NC(=O)C2=C(C)OCCS2)c1	-5	-2	-9	7	-3	-0.8	-11	0	3	1.4	-2
COc1ccc(S(N)(=O)=O)cc1C(=O)OCC(=O)NC(C)(C#N)C1CC1 (centres undefined)	0	4	-4	15	-1	-8.5	-6	-1	-5	-1.1	-4
CCOc1ncccc1C(=O)Nc1cccc(-c2nc3cccnc3s2)c1	-1	4	-2	-6	-5	0.5	0	-1	0	-14	-28
Cc1ccc2c(c1)C1(C(=O)N2)N2CCCC2C(C(=O)c2ccc3ccccc3c2)C12C(=O)Nc1ccccc12 (centres undefined)	6	10	-15	19	1&-3	-4.0	-5&1	-1	3	3.4	-12
Cc1nn(CC(=O)N(C)C2(C#N)CCCCC2)c(C)c1[N+](=O)[O-]	-5	-13	-5	10	1	0.4	6	-2	4	-1.0	-1
O=CNC(n1cnc2c(N3CCOCC3)ncnc21)C(Cl)(Cl)Cl (centres undefined)	-4	-27	2	-21	10	0.8	-7	0	-5	-0.6	-6
CNc1snc(C)c1C(=O)OC(C)C(=O)Nc1ccc(F)cc1 (centres undefined)	-3	6	-11	1	-6	0.1	-3	5	1	0.8	-5
CCOC(=O)CSc1nc(N)c(C#N)c(-c2ccc(OC)cc2)c1C#N	1	-7	0	13	-6	-0.6	-7	-7	-10	2.1	0
Cc1cc(OCC(=O)c2ccc(C(F)(F)F)cc2)n2cnnc2n1	8	-8	-6	1	-1	-2.1	-7	15	-3	1.5	-11
COC(=O)c1ccsc1NC(=O)CN1C(=O)CCC1=O	-2	0	-8	4	14	1.1	3	.	2	-0.8	-6
O=C(Nc1ccc(S(=O)(=O)Nc2nccs2)cc1)c1ccc(F)c(S(=O)(=O)N2CCOCC2)c1	1	-20	-18	3	-4	-1.7	-8	.	-11	2.0	-8
COc1ccc2c(C(=O)CN3CCSCC3)c[nH]c2c1	-11	-3	-6	-13	0	-0.7	1	1	2	-0.5	-5
O=C(O)CSCC(=O)Nc1ccc(Cl)cc1C(F)(F)F	1	-11	-6	-16	-3	0.6	-14	-4	3	-1.0	5
O=S(=O)(Nc1nc2ccccc2nc1N1CCN(CCO)CC1)c1cc(F)ccc1F	5	127	-5	5	-13	0.0	-8	-2	-3	0.7	-9
CCc1nc(N[C@@H](Cc2c[nH]c3ccccc23)C(=O)O)c2oc3ccccc3c2n1	5	7	-2	13	17	-1.2	0	7	-4	-0.9	-1
Cc1ccc(N2CCN(/N=C/c3ccccc3)CC2)cc1	1	8	-3	.	1	2.1	-14	-3	2	1.8	-4
COc1ccccc1CNC(=O)/C=C/c1cc2c(cc1Br)OCO2	2	-16	-5	15	-13	-1.1	-11	0	2	0.2	45*
O=C(COC(=O)c1cc(=O)[nH]c2ccccc12)Nc1nc(-c2ccc(F)cc2)cs1	2	.	0	-16	2	-2.1	1	.	-3	0.9	41*
COc1ccc(OC)c(S(=O)(=O)N2CCCC(N3CCN(c4ccccc4)CC3)C2)c1 (centres undefined)	-4	-5	1	0	-3	.	-13	1	-5	-0.8	-10
CCn1nnc2cc(C(=O)NCC(c3ccccc3OC)N(C)C)ccc21 (centres undefined)	0	30	-11	16	3	-3.6	-12	1	2	1.2	-8
O=C(NCCO)c1ccc2c(c1)S(=O)(=O)c1ccccc1C2=O	-2	-17	-13	.	4	-0.4	5	.	1	0.6	5
CC(=O)O/N=C/c1c(Cl)n(C)c2ccccc12	-1	-4	-3	-25	5	1.0	7	-1	-2	0.0	-1
Cc1ccc(C)c(S(=O)(=O)Nc2ccc(C(=O)NCCc3ccccn3)cc2)c1	-1	-15	-9	11	0	1.9	-13	-2	-4	0.9	-3
O=C(C1=C(O)C(=O)N(CC2CCCO2)C1c1ccccc1)c1ccco1 (centres undefined)	-1	-12	-6	-18	2	0.5	-10	2	-6	0.5	1
CC(C)(C)c1ccc(C(=O)NC(=S)NCc2cccnc2)cc1	9	-2	-20	9	0	-4.1	-10	1	-1	2.4	-3
COc1cccc(CCNC(=O)CC2C(=O)NCCN2Cc2ccc(Cl)c(F)c2)c1 (centres undefined)	-2	-21	-4	5	-2	-0.1	-6	0	-1	1.5	-9
COc1cccc(C(=O)/C=C/Nc2cccc(O)c2)c1	4	6	-14	-44	-3	0.7	-6	3	-5	-1.1	-13
COc1ccc(NC(=S)N2CCC(NC(=O)C3CCCCC3)CC2)cc1	-2	140	9	4	1	0.9	4	.	-1	1.8	1
Cc1cc(NC(=O)CCN2C(=O)C3C4C=CC(C4)C3C2=O)ccc1Br (centres undefined)	-2	47	6	6	-9	1.0	-5	-5	-3	-2.2	-1
OCCSc1nnc(Nc2ccccc2)s1	5	151	1	-10	5	1.7	-11	-4	-1	-0.4	3
CSCC[C@H](NC(=O)OC(C)(C)C)C(=O)N1CCC(C(=O)N[C@H](C(=O)O)C(C)C)CC1	-6	126	4	8	-6	1.8	-11	-2	-5	0.5	3
O=C(CSc1nncn1-c1ccccc1)Nc1c(F)cccc1F	2	-11	-3	29	1	1.2	-10	.	0	-0.7	-2
CCCCc1nnc(NC(=O)CSc2nc(=O)cc(N)n2-c2ccccc2)s1	1	6	-7	-19	2	0.6	-19	8	-4	-3.7	-10
Cn1c2ccccc2c2cc(C(=O)N3CCOCC3)sc21	2	-23	-6	12	11	2.3	-10	6	-4	-1.8	-4
Cc1cc(=O)[nH]c(SCc2cc(=O)n3nc(C)sc3n2)n1	1	-30	-5	22	-7	-1.1	1	.	2	-0.2	7
Cc1nc(-c2ccccc2)sc1C(=O)/C=C/c1ccccc1	2	-8	2	-18	-2	1.0	-5	1	0	-0.7	-9
CCC(C(=O)Nc1nccs1)c1ccccc1 (centres undefined)	-6	-14	8	-1	-3	1.4	-2	5	1	1.2	-3
COc1ccccc1N1C(N)=NC(N)=NC1(C)C	-3	420	2	.	0	-2.0	5	-4&-1	-5	1.7	-4
Cn1cccc1CC(=O)NNC(=O)Nc1ccc(F)cc1	-3	-3	-3	0	1	-0.3	-16	-1	-7	-0.7	3
Nc1ccc(-n2nncc2-c2ccc(Cl)cc2)cc1	-3	4	0	1	0	-2.4	-7	-1	3	-0.1	-1
O=C(CNC(=O)c1ccc(Br)o1)NCCc1ccc(F)cc1	-4	4	-6	7	-1	1.1	4	-1	3	1.6	1
COc1ccc(S(=O)(=O)N2CCC(C(=O)Nc3c(F)cccc3F)CC2)cc1	0	2	1	3	-5	-2.4	-9	.	-4	0.2	0
Cc1cccc(C(=O)N2CCN(C(=O)c3cccc(C)c3)C(C)C2)c1 (centres undefined)	-6	6	3	-2	.	-2.0	-10	-1	-2	0.3	-2
CCC(=O)N(c1nnc(SCC(=O)Nc2ccc(N3CCOCC3)cc2)s1)C1CC1	1	0	-9	-14	0	1.6	-9	0	-3	-1.7	-10
CCC(C)(C)n1nnnc1C(c1ccccc1)N1CCN(Cc2ccccc2)CC1 (centres undefined)	-1	-19	-2	0	-7	0.0	-11	1	2	-0.7	3
COc1ccccc1C(=O)N(Cc1ccco1)C1CCS(=O)(=O)C1 (centres undefined)	6	-12	-11	-6	1	-2.7	-19	-2	-2	-1.3	2
CC(=O)c1ccc(NC(=O)COC(=O)c2ccccc2N=Nc2ccc(N(C)C)cc2)cc1	-1	6	3	-11	10	-4.5	-4	5	-6	0.7	1
N#CCC(=O)NCC1(c2ccccc2)CCCC1	-3	91	-6	.	8	-0.9	-5	.	4	-1.4	1
O=C(C1=C(c2ccccc2)C(=O)c2ccccc2C1=O)c1ccccc1	-7	.	-2	-28	2	0.7	-5	18	1	1.4	-9
COC(=O)[C@@H]1C[C@@H](c2ccccc2)[C@H](C)C1(C)C	5	5	1	.	4	-3.4	-16	.	-6	0.3	-6

(more compounds)
SMILES	cardiac RTF act	SUMO Mot1 rescue	RTF Ca sens inh	PfHsp90 yeast 2	Rtt109 HAT inh	CDK5 inh	PvdQ acylase	NSD2 HMT inh	Keap1-Nrf2 PPI	LANA DNA inh	dFosB act
Cc1ccc(S(=O)(=O)/C(C#N)=C/c2ccccc2OCc2ccccc2)cc1	10	0	-4	1	2	0.2	2	-2	-6	2.0	3
O=C(CN1CCN(c2ccccc2)CC1)N1CCc2ccccc21	-7	10	3	7	13	-2.2	-4	1	3	-0.9	-4
O=C(COC(=O)c1ccccc1NC(=O)c1ccco1)NCc1ccc2c(c1)OCO2	-1	166	-11	13	-13	-0.4	-2	-1	1	-0.9	30*
O=c1oc2ccc(C#CC3(O)CCCCC3)cc2cc1-n1cc(C2(O)CCCCC2)nn1	-3	-12	-8	-11	-1	-0.2	-7	.	-3	-0.7	-4
COC(=O)c1sccc1NC(=O)C1CC2CCC1C2 (centres undefined)	-4	4	-13	-1	0	-2.7	4	-1	0	0.9	1
